Screening data deposited in PubChem BioAssay by The Scripps Research Institute Molecular Screening Center.
CHRM5 antagonist: antagonists of human muscarinic M5 receptor (CHRM5); P08912; CHO-hM5 cells, Fluo-8 calcium fluorescence, ACh EC80; inhibition, % at 3 µM; 360,000 tested, 0.59% active; AID 624040;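 active means inhibition above a per-plate cutoff, the mean of that plate's test compounds plus 3 SD, cut at about 27% in these data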;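 further: 0% = acetylcholine EC80 with DMSO and 100% = DMSO without agonist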
Target sequence (P08912 whole entry, looked up): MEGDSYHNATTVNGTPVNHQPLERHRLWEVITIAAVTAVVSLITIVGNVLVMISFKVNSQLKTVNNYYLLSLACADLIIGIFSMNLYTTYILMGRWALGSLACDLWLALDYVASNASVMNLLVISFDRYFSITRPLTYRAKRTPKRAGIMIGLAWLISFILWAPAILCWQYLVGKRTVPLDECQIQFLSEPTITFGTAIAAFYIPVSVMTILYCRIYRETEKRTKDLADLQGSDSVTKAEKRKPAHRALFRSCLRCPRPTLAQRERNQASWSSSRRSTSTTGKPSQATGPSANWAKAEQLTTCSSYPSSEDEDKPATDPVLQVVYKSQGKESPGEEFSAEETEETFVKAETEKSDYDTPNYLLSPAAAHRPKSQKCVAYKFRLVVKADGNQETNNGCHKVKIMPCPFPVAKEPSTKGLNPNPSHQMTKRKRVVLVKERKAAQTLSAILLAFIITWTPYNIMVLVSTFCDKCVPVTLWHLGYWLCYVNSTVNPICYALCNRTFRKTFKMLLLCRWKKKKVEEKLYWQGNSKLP
CHO-K1 Ca antag: counter-screen for M1 antagonists: effect in parental CHO-K1 cells. AID 602250. ATP-induced calcium, Fluo-8 fluorescence. 360,000 tested, 0.6% active. inhibition, % at 3 µM;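 active means inhibition above a per-plate cutoff, the plate's mean sample inhibition plus 3 SD, cut at about 24% in these data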;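 further: 0% = DMSO plus EC80 ATP and 100% = DMSO alone without ATP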
M5 PAM: potentiates acetylcholine response at human M5 receptor. P08912. CHO-K1 hM5, Fluo-8 calcium, ACh EC20 PAM; 0% = ACh EC20, 100% = ACh EC100. activation, % at 3 µM. 360,000 tested, 0.3% active. AID 624038;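 active means activation above the run cutoff, the mean activation of all test compounds plus 3 SD, cut at about 18% in these data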
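System: CHO-K1 hM5 cells. Reagent: acetylcholine, EC20 level. Compound dosing: single dose, 3 µM nominal final test concentration. Timing: Post-acetylcholine fluorescence recording 140 s. Detection: Fluo-8 calcium fluorescence. Read-out: % activation, ACh-normalized. Benchmarks: ACh EC20 and EC100 wells. Repeats: singlicate, one well per test compound.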
M4 ag: CHRM4 agonism in calcium assay | CHO-K1 hM4/Gqi5, Fluo-8 calcium fluorescence; vehicle 0%, full acetylcholine response 100% | 360,000 tested, 0.14% active | activation, % at 3 µM | P08173;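 active means activation above the run mean over all test wells plus 3 SD, cut at about 32% in these data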;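 further: peak over basal fluorescence ratio per well then scaled between controls; 0% = DMSO wells and 100% = acetylcholine at EC100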
Target sequence (P08173 whole entry, looked up): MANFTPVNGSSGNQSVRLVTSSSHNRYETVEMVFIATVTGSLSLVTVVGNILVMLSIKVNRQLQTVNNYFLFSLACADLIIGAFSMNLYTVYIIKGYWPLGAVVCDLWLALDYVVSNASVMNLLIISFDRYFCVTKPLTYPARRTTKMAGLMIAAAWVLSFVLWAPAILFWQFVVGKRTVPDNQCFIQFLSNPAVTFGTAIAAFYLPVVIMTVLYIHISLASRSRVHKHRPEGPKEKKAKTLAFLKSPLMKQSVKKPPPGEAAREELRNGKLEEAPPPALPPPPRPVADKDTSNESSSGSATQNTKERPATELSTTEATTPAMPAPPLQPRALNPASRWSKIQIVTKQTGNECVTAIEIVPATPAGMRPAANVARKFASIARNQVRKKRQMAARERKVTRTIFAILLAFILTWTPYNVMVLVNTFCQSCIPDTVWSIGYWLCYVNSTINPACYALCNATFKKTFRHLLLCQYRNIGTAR
CHO-K1 Ca PAM: M1 PAM counterscreen hit in parental CHO-K1 cells; ATP EC20, Fluo-8 calcium fluorescence; 0% at ATP EC20, 100% at ATP max; activation, % at 3 µM; 360,000 tested, 0.02% active; AID 602247;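 active means activation above the run cutoff, the mean activation of all test compounds plus 3 SD, cut at about 40% in these data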;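 further: peak over basal fluorescence ratio in a 140 s read after ATP addition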
CHRM4 antagonist: blocks acetylcholine activation of human M4 receptor; P08173; CHO-hM4 cells, ACh EC80, Fluo-8 calcium fluorescence; inhibition, % at 3 µM; 360,000 tested, 0.73% active;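 active means inhibition above its plate's cutoff, the mean inhibition of sample wells plus 3 SD, cut at about 27% in these data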;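 further: 0% = acetylcholine EC80 with DMSO and 100% = DMSO without agonist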
M4 PAM: potentiates acetylcholine response at human M4 receptor; 360,000 tested, 0.4% active; CHO-K1 hM4/Gqi5, Fluo-8 calcium fluorescence, ACh EC20; 0% = ACh EC20, 100% = maximal ACh; activation, % at 3 µM;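 active means activation above its plate's cutoff, the mean activation of sample wells plus 3 SD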; further: some results filed as inactive read as strong as hits
M1 ag parental: nonselective activator or artifact in parental CHO-K1 cells; Fluo-8 calcium fluorescence; scaled to maximal ATP response, vehicle zero; activation, % at 3 µM; 360,000 tested, 0.48% active; AID 602248; in the data active means activation above about 15%;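 further: untransfected CHO-K1 host cells lacking M1 receptor as counterscreen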
M5 ag: agonists of human muscarinic M5 receptor (CHRM5); 360,000 tested, 0.19% active; CHO-K1 hM5 cells, Fluo-8 calcium fluorescence; 0% DMSO wells, 100% maximal acetylcholine response; activation, % at 3 µM; P08912; AID 624037;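 active means activation above the run's mean over test compounds plus 3 SD, cut at about 23% in these data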;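 further: signal is peak over basal fluorescence ratio across the kinetic read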
The depositor's hits bear a star.

Screening Cc1ccc(-c2nc(CN(C)C3CCOC3)c(C)o2)s1 (stereo unspecified) returned CHRM5 antagonist 12, CHO-K1 Ca antag -14, M5 PAM 0, M4 ag 0, CHO-K1 Ca PAM 23, CHRM4 antagonist 6, M4 PAM -2, M1 ag parental 0.1 and M5 ag 0.
`COCc1c(C(=O)N(C)Cc2ccccc2N2CCCC2)oc2ccccc12` gave CHRM5 antagonist 8, CHO-K1 Ca antag 0, M5 PAM -3, M4 ag 0, CHO-K1 Ca PAM 10, CHRM4 antagonist -1, M4 PAM -4, M1 ag parental -0.1 and M5 ag -5.
For CC1(C)C(C(N)=O)C(=O)NC(=O)C1C(N)=O (stereo unspecified) the results were CHRM5 antagonist 2, CHO-K1 Ca antag 5, M5 PAM -1, M4 ag 1, CHO-K1 Ca PAM -8, CHRM4 antagonist 6, M4 PAM -1, M1 ag parental 0.0 and M5 ag 0.
CC(=O)CCc1c(C)nc2ccc(C(=O)O)cc2c1Cl was read as CHRM5 antagonist 3, CHO-K1 Ca antag -13, M5 PAM -2, M4 ag 1, CHO-K1 Ca PAM 26, CHRM4 antagonist -1, M4 PAM 12, M1 ag parental -0.1 and M5 ag 2.
Screening Cn1ncc(Br)c1C(=O)NC1CCCCCCC1 returned CHRM5 antagonist -4, CHO-K1 Ca antag -4, M5 PAM -2, M4 ag 1, CHO-K1 Ca PAM 4, CHRM4 antagonist -3, M4 PAM 5, M1 ag parental -0.1 and M5 ag 0.
Cc1csc(NC(=O)c2cc(=O)[nH]c3ccc(S(=O)(=O)N4CCOCC4)cc23)n1 was read as CHRM5 antagonist 7, CHO-K1 Ca antag -9, M5 PAM 1, M4 ag 0, CHO-K1 Ca PAM 5, CHRM4 antagonist -2, M4 PAM -6, M1 ag parental 0.6 and M5 ag 4.
O=C(Cc1ccccc1)N/N=C/c1ccc([N+](=O)[O-])s1 was read as CHRM5 antagonist 6, CHO-K1 Ca antag -1, M5 PAM -14, M4 ag 4, CHO-K1 Ca PAM -3, CHRM4 antagonist -10, M4 PAM -1, M1 ag parental 0.9 and M5 ag -3.
CCOC(=O)c1c(NC(=O)CN2C(=O)NC3(CCCCCC3)C2=O)sc(C)c1-c1ccc(C)cc1 was read as CHRM5 antagonist 1, CHO-K1 Ca antag -16, M5 PAM 3, M4 ag 0, CHO-K1 Ca PAM 16, CHRM4 antagonist 0, M4 PAM -4, M1 ag parental 0.3 and M5 ag 2.
Screening O=C(NNc1ccccc1F)C1CCC1 returned CHRM5 antagonist 9, CHO-K1 Ca antag -9, M5 PAM 4, M4 ag -1, CHO-K1 Ca PAM 6, CHRM4 antagonist 8, M4 PAM 15, M1 ag parental 0.9 and M5 ag 1.
Cc1ccc(NC(=O)CSc2ncccn2)cc1F was read as CHRM5 antagonist -8, CHO-K1 Ca antag -26, M5 PAM 8, M4 ag 2, CHO-K1 Ca PAM 12, CHRM4 antagonist -6, M4 PAM 1, M1 ag parental 1.4 and M5 ag -1.
Screening O=C(O)COc1c(Cl)cc(/C=C2\NC(=O)NC2=O)cc1Br returned CHRM5 antagonist 11, CHO-K1 Ca antag -5, M5 PAM -9, M4 ag 0, CHO-K1 Ca PAM -7, CHRM4 antagonist -1, M4 PAM 1, M1 ag parental 0.1 and M5 ag 0.
CC(C)[C@H](NC(=O)[C@H](Cc1ccccc1)n1c(=O)[nH]c2ccccc2c1=O)C(=O)N[C@@H](Cc1ccccc1)C(=O)O was read as CHRM5 antagonist 2, CHO-K1 Ca antag -5, M5 PAM -5, M4 ag 1, CHO-K1 Ca PAM 11, CHRM4 antagonist -12, M4 PAM 5, M1 ag parental 0.5 and M5 ag 2.
For CC1CC(C)CN(C(=O)C(NS(=O)(=O)c2ccc3c(c2)oc(=O)n3C)C(C)C)C1 (stereo unspecified) the results were CHRM5 antagonist -5, CHO-K1 Ca antag -13, M5 PAM 0, M4 ag 1, CHO-K1 Ca PAM 24, CHRM4 antagonist -7, M4 PAM 4, M1 ag parental 0.3 and M5 ag -3.
CCOC(=O)N1CCN(C(=O)CNC(=O)c2ccc(Cl)cc2)CC1 was read as CHRM5 antagonist 6, CHO-K1 Ca antag 0, M5 PAM 2, M4 ag 0, CHO-K1 Ca PAM -8, CHRM4 antagonist -1, M4 PAM -4, M1 ag parental 0.4 and M5 ag 3.
CC(=O)Nc1cccc(-c2csc(Nc3cc(C)ccn3)n2)c1 was read as CHRM5 antagonist 6, CHO-K1 Ca antag -8, M5 PAM -6, M4 ag 9, CHO-K1 Ca PAM 15, CHRM4 antagonist -3, M4 PAM 4, M1 ag parental 8.3 and M5 ag 0.
For Cc1nc2cc(NC(=O)Nc3cccc([N+](=O)[O-])c3)ccc2n1C the results were CHRM5 antagonist 8, CHO-K1 Ca antag -7, M5 PAM 3, M4 ag 0, CHO-K1 Ca PAM 16, CHRM4 antagonist 9, M4 PAM -2, M1 ag parental 0.6 and M5 ag 2.
For Cc1cc(-n2c(=S)sc3c(=O)n(-c4ccc(F)cc4)c(SCC(=O)O)nc32)ccc1Cl the results were CHRM5 antagonist 1, CHO-K1 Ca antag 2, M5 PAM -4, M4 ag 9, CHO-K1 Ca PAM 11, CHRM4 antagonist 1, M4 PAM -1, M1 ag parental 3.0 and M5 ag -1.
For COc1ccc(/C=N/NC(=O)CNc2n[nH]c(=O)[nH]c2=O)cc1OC the results were CHRM5 antagonist 4, CHO-K1 Ca antag 27*, M5 PAM -5, M4 ag 0, CHO-K1 Ca PAM -8, CHRM4 antagonist 9, M4 PAM -17, M1 ag parental -0.2 and M5 ag 0.
Screening CC(=O)Nc1ccc(OCC(O)Cn2c(CO)nc3ccccc32)cc1 (stereo unspecified) returned CHRM5 antagonist -3, CHO-K1 Ca antag -15, M5 PAM -4, M4 ag 0, CHO-K1 Ca PAM 15, CHRM4 antagonist -11, M4 PAM -3, M1 ag parental 0.1 and M5 ag -1.
For O=C(c1ccco1)N1N=C(c2ccc3nccnc3c2)CC1c1ccccc1 (stereo unspecified) the results were CHRM5 antagonist 4, CHO-K1 Ca antag -38, M5 PAM 3, M4 ag 6, CHO-K1 Ca PAM 47*, CHRM4 antagonist -7, M4 PAM 4, M1 ag parental 3.7 and M5 ag 4.
For CC(=O)/C(=C\N(C)C)Sc1ccc(C)cc1 the results were CHRM5 antagonist 1, CHO-K1 Ca antag 0, M5 PAM 13, M4 ag 0, CHO-K1 Ca PAM -7, CHRM4 antagonist 3, M4 PAM 4, M1 ag parental 0.2 and M5 ag -2.
`c1csc(-c2ccc3ccccc3n2)c1` gave CHRM5 antagonist 7, CHO-K1 Ca antag -5, M5 PAM -4, M4 ag 0, CHO-K1 Ca PAM 12, CHRM4 antagonist -4, M4 PAM -9, M1 ag parental -0.3 and M5 ag -4.
For CCN1CCCC1CNC(=O)C(=O)NC(C)c1ccccc1 (stereo unspecified) the results were CHRM5 antagonist 7, CHO-K1 Ca antag -9, M5 PAM 1, M4 ag 2, CHO-K1 Ca PAM -6, CHRM4 antagonist 3, M4 PAM -1, M1 ag parental 0.4 and M5 ag -3.
Screening O=C(COc1cccc(Cl)c1)Nc1ccc(N2CCOCC2)cc1 returned CHRM5 antagonist 2, CHO-K1 Ca antag 0, M5 PAM -11, M4 ag 4, CHO-K1 Ca PAM 1, CHRM4 antagonist 3, M4 PAM 2, M1 ag parental 0.8 and M5 ag 0.
Cc1ccc(OCC(=O)N/N=C2/SCC(=O)N2Cc2ccccc2)cc1 was read as CHRM5 antagonist 4, CHO-K1 Ca antag 25*, M5 PAM 0, M4 ag 4, CHO-K1 Ca PAM -15, CHRM4 antagonist 4, M4 PAM -4, M1 ag parental -0.1 and M5 ag -2.
For Cc1ccc(C2C(=O)N(C3CCC(C)CC3)CC(=O)N2C2CC2)cc1 (stereo unspecified) the results were CHRM5 antagonist -12, CHO-K1 Ca antag -14, M5 PAM 8, M4 ag 1, CHO-K1 Ca PAM 27, CHRM4 antagonist -6, M4 PAM 12, M1 ag parental 0.1 and M5 ag -3.
For COc1ccc(CC(=O)c2c(O)cc(O)cc2O)cc1OC the results were CHRM5 antagonist -1, CHO-K1 Ca antag -2, M5 PAM -3, M4 ag 0, CHO-K1 Ca PAM 11, CHRM4 antagonist 2, M4 PAM -1, M1 ag parental 0.1 and M5 ag 0.
`Cc1ccc(NC(=O)c2nc[nH]c2C(=O)N[C@@H](C)c2ccccc2)cc1` gave CHRM5 antagonist 13, CHO-K1 Ca antag -13, M5 PAM -6, M4 ag 6, CHO-K1 Ca PAM 34, CHRM4 antagonist 4, M4 PAM 13, M1 ag parental 3.4 and M5 ag -2.
`COc1cccc(C(=O)NCC2CCCN(C(=O)Cc3cccc(C)c3)C2)c1OC` (stereo unspecified) gave CHRM5 antagonist -3, CHO-K1 Ca antag -10, M5 PAM -2, M4 ag 5, CHO-K1 Ca PAM 16, CHRM4 antagonist -4, M4 PAM 1, M1 ag parental 2.1 and M5 ag 0.
Screening COCCC(=O)NNS(=O)(=O)c1ccc(Cl)cc1 returned CHRM5 antagonist 0, CHO-K1 Ca antag -7, M5 PAM -1, M4 ag 1, CHO-K1 Ca PAM 21, CHRM4 antagonist 1, M4 PAM -4, M1 ag parental -0.1 and M5 ag -2.
`Clc1cc(-c2ccc(/C=N/n3cnnc3)o2)ccc1Br` gave CHRM5 antagonist -12, CHO-K1 Ca antag 2, M5 PAM 8, M4 ag 2, CHO-K1 Ca PAM 23, CHRM4 antagonist 1, M4 PAM 11, M1 ag parental -0.1 and M5 ag -2.
S=C(Nc1ccccc1)N1N=CCC1c1ccccc1 (stereo unspecified) was read as CHRM5 antagonist 5, CHO-K1 Ca antag -34, M5 PAM -7, M4 ag 0, CHO-K1 Ca PAM 13, CHRM4 antagonist 5, M4 PAM 2, M1 ag parental 0.6 and M5 ag 1.
Screening O=C(O)c1ccc(Nc2ccc(Cl)c(Cl)c2)c([N+](=O)[O-])c1 returned CHRM5 antagonist 1, CHO-K1 Ca antag 2, M5 PAM 1, M4 ag 0, CHO-K1 Ca PAM -1, CHRM4 antagonist -1, M4 PAM -7, M1 ag parental 2.0 and M5 ag 0.

Nothing new here: 4 of the compounds above.
Screening COCCC(=O)NNS(=O)(=O)c1ccc(Cl)cc1 returned CHRM5 antagonist 0, CHO-K1 Ca antag -7, M5 PAM -1, M4 ag 1, CHO-K1 Ca PAM 21, CHRM4 antagonist 1, M4 PAM -4, M1 ag parental -0.1 and M5 ag -2.
`Clc1cc(-c2ccc(/C=N/n3cnnc3)o2)ccc1Br` gave CHRM5 antagonist -12, CHO-K1 Ca antag 2, M5 PAM 8, M4 ag 2, CHO-K1 Ca PAM 23, CHRM4 antagonist 1, M4 PAM 11, M1 ag parental -0.1 and M5 ag -2.
S=C(Nc1ccccc1)N1N=CCC1c1ccccc1 (stereo unspecified) was read as CHRM5 antagonist 5, CHO-K1 Ca antag -34, M5 PAM -7, M4 ag 0, CHO-K1 Ca PAM 13, CHRM4 antagonist 5, M4 PAM 2, M1 ag parental 0.6 and M5 ag 1.
Screening O=C(O)c1ccc(Nc2ccc(Cl)c(Cl)c2)c([N+](=O)[O-])c1 returned CHRM5 antagonist 1, CHO-K1 Ca antag 2, M5 PAM 1, M4 ag 0, CHO-K1 Ca PAM -1, CHRM4 antagonist -1, M4 PAM -7, M1 ag parental 2.0 and M5 ag 0.
